Source: PubChem
IDE act = human IDE activators in live cells, primary screen, fluorescence polarization, HEK cells, FAbeta-B substrate. Insulin-degrading enzyme (Homo sapiens), P14735. activation, % at 5.96 µM. FAbeta-B cleavage; 0% vehicle, 100% cell-free pure enzyme wells. 340,000 compounds, 0.073% hits. AID 493087, 2011;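 active = activation above the mean of all tested compounds plus 3 SD, set per screening campaign, cut at about 17% in these data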
Target sequence (P14735 whole entry, looked up): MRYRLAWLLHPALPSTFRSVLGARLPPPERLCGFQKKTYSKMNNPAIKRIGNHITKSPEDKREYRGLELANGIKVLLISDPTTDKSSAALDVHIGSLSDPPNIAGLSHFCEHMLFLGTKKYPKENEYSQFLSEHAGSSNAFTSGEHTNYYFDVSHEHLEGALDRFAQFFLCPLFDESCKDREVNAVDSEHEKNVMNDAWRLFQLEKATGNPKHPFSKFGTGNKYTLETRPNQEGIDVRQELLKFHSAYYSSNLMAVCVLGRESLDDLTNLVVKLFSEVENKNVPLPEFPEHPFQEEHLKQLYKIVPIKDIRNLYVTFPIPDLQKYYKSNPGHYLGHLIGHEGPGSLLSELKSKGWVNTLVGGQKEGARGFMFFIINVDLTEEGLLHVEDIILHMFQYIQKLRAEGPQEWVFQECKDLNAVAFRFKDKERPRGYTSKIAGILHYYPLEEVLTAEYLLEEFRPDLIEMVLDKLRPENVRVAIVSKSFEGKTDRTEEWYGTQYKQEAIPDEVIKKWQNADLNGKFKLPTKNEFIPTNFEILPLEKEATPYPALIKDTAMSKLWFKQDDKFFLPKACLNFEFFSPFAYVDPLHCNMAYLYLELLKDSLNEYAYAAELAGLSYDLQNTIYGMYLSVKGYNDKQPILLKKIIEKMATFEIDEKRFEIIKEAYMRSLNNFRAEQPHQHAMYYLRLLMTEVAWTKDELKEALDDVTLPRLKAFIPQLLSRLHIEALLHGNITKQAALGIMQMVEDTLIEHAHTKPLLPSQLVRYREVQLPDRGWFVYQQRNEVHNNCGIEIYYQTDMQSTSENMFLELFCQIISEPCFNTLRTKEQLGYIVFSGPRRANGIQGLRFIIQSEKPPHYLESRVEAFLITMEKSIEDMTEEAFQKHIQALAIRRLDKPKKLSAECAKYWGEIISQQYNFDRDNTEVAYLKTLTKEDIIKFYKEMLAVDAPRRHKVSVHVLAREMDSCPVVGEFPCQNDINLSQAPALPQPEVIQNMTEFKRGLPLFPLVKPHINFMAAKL
IDE cell inh = human IDE inhibitors in live cells, primary screen, fluorescence polarization, HEK cells, FAbetaB substrate | FAbetaB cleavage | inhibition, % at 5.59 µM | 320,000 compounds, 0.41% hits | AID 434962, 2010;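 active = percent inhibition above the average of all tested compounds plus 3 SD, set per screening campaign, cut at about 16% in these data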;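 also: IDE supplied by intact live HEK cells; FP after avidin binding of uncleaved biotin substrate so inhibition keeps polarization high; 0% = DMSO wells and 100% = 60 µM reference IDE inhibitor Ii1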
Active calls of the source: *. The list is partial, so the mix of outcomes need not match the whole.

For Cc1cccc(C)c1NC(=O)CNC(=O)Cn1nc(C)c(C)c(C#N)c1=O the results were IDE act 3.6 and IDE cell inh 3.7.
For Cc1ccc(S(=O)(=O)N2CCC[C@H]2C(=O)NCc2ccccc2Cl)cc1 the results were IDE act 0.4 and IDE cell inh 1.2.
`CCN(CC)CCNc1oc(-c2ccccc2)nc1S(=O)(=O)c1ccccc1` gave IDE act 2.9 and IDE cell inh -0.9.
For CCOC(=O)C1CCN(C(=O)CN(c2ccc3c(c2)OCCO3)S(=O)(=O)c2ccccc2)CC1 the results were IDE act -1.6 and IDE cell inh -5.6.
Cn1cccc1C(=O)NC(=O)COC(=O)CCNS(=O)(=O)c1cccc(C(F)(F)F)c1 was read as IDE act 3.8 and IDE cell inh 7.8.
For COc1ccc(C(C)=O)cc1COC(=O)CNC(=O)C1CCCCC1 the results were IDE act -2.2 and IDE cell inh 2.3.
`CCc1ccc(CN(C)C(=O)c2cc(S(=O)(=O)N3CCN(CC)CC3)ccc2Cl)cc1` gave IDE act 3.3 and IDE cell inh 4.0.
`CN(CC(=O)Nc1ccccc1Cl)C(=O)CN1C(=O)C2CCCCC2C1=O` (stereo not given) gave IDE act -0.4 and IDE cell inh 2.5.
Screening CCOC(=O)[C@@H]1[C@H]2COc3cc(OC)ccc3[C@H]2N2C(=O)N(c3cccc(F)c3)C(=O)[C@]12C returned IDE act 4.0 and IDE cell inh -0.6.
`CC1CCN(C(=O)COC(=O)C2CCN(S(=O)(=O)c3ccc4c(c3)OCCO4)CC2)CC1` gave IDE act -3.1 and IDE cell inh 6.5.
COCCN(Cc1ccccc1)C(=O)c1cccc(S(=O)(=O)N2CCN(c3ccc(F)cc3)CC2)c1 was read as IDE act 1.2 and IDE cell inh -4.5.
For Cc1ccc(S(=O)(=O)NCCC(=O)NNC(=O)COc2ccccc2Cl)cc1C the results were IDE act 2.2 and IDE cell inh -6.2.
COc1ccc(CC(=O)Nc2ccc(F)c(F)c2F)cc1S(=O)(=O)N1CCOCC1 was read as IDE act 2.4 and IDE cell inh 0.2.
For Cc1ccc(Nc2nnc(SCC(=O)NC3CC3)s2)cc1 the results were IDE act 2.0 and IDE cell inh -2.4.
For Cc1ccc(CNC(=O)c2ccc(N3CCC4(CC3)CC(c3cccc(Br)c3)=NO4)c(NC(=O)c3c(Cl)cccc3Cl)c2)cc1 the results were IDE act 0.7 and IDE cell inh 0.1.
Screening CN(C(=O)COC(=O)c1ccccc1SCC(=O)N1CCCC1)C1(C#N)CCCCC1 returned IDE act -0.5 and IDE cell inh 3.0.
CCOC(=O)C1CCN(C(=O)c2ccc(S(=O)(=O)Nc3ccccc3OC)cc2)CC1 was read as IDE act -0.6 and IDE cell inh 1.5.
`CC1C(=O)N2CCCc3cc(NC(=O)C4CC4)cc1c32` (stereo not given) gave IDE act -3.4 and IDE cell inh -1.7.
Screening C=CCC[C@H](Cc1ccc(F)cc1)C(=O)OC[C@@H](Cc1c[nH]c2ccccc12)NC(=O)[C@H](CC=C)CC(=O)NCCO returned IDE act 3.0 and IDE cell inh 2.3.
Screening CCn1c(=NC(=O)CS(=O)(=O)c2ccc(C)cc2)sc2cccc(OC)c21 returned IDE act 6.0 and IDE cell inh 5.3.
For CCOc1ccc(C(C)=O)cc1COC(=O)c1cc([N+](=O)[O-])ccc1N1CCOCC1 the results were IDE act 0.8 and IDE cell inh 5.0.
Screening Cc1csc(=O)n1CCC(=O)OCC(=O)Nc1ccc(Cl)cn1 returned IDE act 0.5 and IDE cell inh 2.7.
`COc1ccc(OCCCC(=O)Nc2ccc(S(=O)(=O)N3CCOCC3)cc2)cc1` gave IDE act -1.8 and IDE cell inh -2.6.
`Cc1cccc(C(=O)OCC(=O)NC(=O)NCc2ccccc2)c1` gave IDE act 3.7 and IDE cell inh 0.9.
For Cc1csc(NC(=O)C(C)Oc2ccc(Cl)cc2C)n1 (stereo not given) the results were IDE act 5.8 and IDE cell inh 5.3.
For COc1ccc(-n2nnnc2CNC(=O)c2ccc(S(=O)(=O)N3CCOCC3)cc2)cc1 the results were IDE act 5.9 and IDE cell inh 2.4.
Screening O=Cc1c(Cl)cccc1Cl returned IDE act 7.1 and IDE cell inh 3.0.
`c1ccc(-c2sc3ccccc3c2-c2ccc(OCCN3CCCC3)cc2)cc1` gave IDE act 0.2 and IDE cell inh 9.8.
For O=C(c1cc(Br)ccc1OC(F)F)N1CCN2CCCC2C1 (stereo not given) the results were IDE act -3.7 and IDE cell inh -0.4.
For COc1ccc(CCNC(=O)C2CC3Cn4c(nc5ccccc54)C3N2c2ccccc2)cc1 (stereo not given) the results were IDE act 1.6 and IDE cell inh 1.3.
`COc1ccc(CN(C)C(=O)C2CSC3(C)CCC(=O)N23)cc1` (stereo not given) gave IDE act 2.8 and IDE cell inh 4.3.
COc1ccc(S(=O)(=O)N2CCCCCC2)cc1C(=O)N1CCN(c2ccccc2C)CC1 was read as IDE act -4.7 and IDE cell inh 2.3.
Screening CC(=O)c1nn(-c2ccc(Cl)cc2)cc1C(=O)c1ccccc1 returned IDE act 3.2 and IDE cell inh 1.7.
For CC(NC(=O)CN1C(=O)NC2(CCCC2)C1=O)c1ccc2ccccc2c1 (stereo not given) the results were IDE act 1.0 and IDE cell inh 2.7.
For O=C(COC(=O)c1ccc2c(c1)OCO2)NC1CCCCC1 the results were IDE act -3.5 and IDE cell inh -1.3.
O=C(COC(=O)c1ccc[nH]c1=O)NCCCc1ccccc1 was read as IDE act 3.5 and IDE cell inh -3.9.
`CC1(c2ccccc2)NC(=O)N(CC(=O)Nc2ccccc2N2CCCC2)C1=O` (stereo not given) gave IDE act 4.3 and IDE cell inh 3.2.
Screening CC(=O)N1CCc2cc(S(=O)(=O)NC(C(=O)N3CCN(c4ccccc4F)CC3)C(C)C)ccc21 (stereo not given) returned IDE act 5.8 and IDE cell inh 3.6.
Screening COc1cccc(NC(=O)CN(C)C(=O)c2cc(S(=O)(=O)N3CCCCC3)ccc2Cl)c1 returned IDE act -1.1 and IDE cell inh 1.0.
For COc1cc(C(=O)NCCc2ccc(S(N)(=O)=O)cc2)ccc1OCc1c(C)noc1C the results were IDE act 1.6 and IDE cell inh 2.7.
Screening CC1CCN(C(=O)COC(=O)C23CC4CC(CC(O)(C4)C2)C3)CC1 returned IDE act 8.1 and IDE cell inh 0.3.
For COc1cc(OC)cc(C(=O)NC(C(=O)Nc2ccc3c(c2)CCC3)C(C)C)c1 (stereo not given) the results were IDE act 6.1 and IDE cell inh 1.5.
`O=C(NCCS(=O)(=O)N1CCN(c2cccc(Cl)c2)CC1)c1ccco1` gave IDE act -3.9 and IDE cell inh 0.5.
O=C(COC(=O)c1n[nH]c2ccccc12)Nc1ccccc1F was read as IDE act 2.9 and IDE cell inh 1.9.
For Cc1ccc(OCC(=O)NNC(=O)C2CSC3(C)CCC(=O)N23)cc1 (stereo not given) the results were IDE act 3.4 and IDE cell inh 3.6.
`[O-]/[N+](=C\c1ccccc1)c1ccccc1` gave IDE act 2.3 and IDE cell inh -3.4.
Screening CCCNC(=O)CCn1cc(-c2ccc(OC)cc2)nc1CCN returned IDE act 4.0 and IDE cell inh 1.7.
Screening Cc1csc(=O)n1CC(=O)OCC(=O)NNC(=O)c1ccc([N+](=O)[O-])cc1 returned IDE act 5.7 and IDE cell inh 2.4.
COc1ccc([C@H]2CC(=O)C=C(c3ccc(-c4ccccc4)cc3)C2)cc1OC was read as IDE act 2.5 and IDE cell inh -3.1.
`CCN(C(=O)CSc1cccc[n+]1[O-])c1ccccc1` gave IDE act -5.4 and IDE cell inh 2.2.
`Cc1sc2nc(CN3CCCC3)nc(N3CCN(S(=O)(=O)c4ccccc4)CC3)c2c1C` gave IDE act 2.9 and IDE cell inh 3.7.
C[C@H](NC(=O)c1nc[nH]c1C(=O)NCCCCCNC(=O)OC(C)(C)C)c1ccccc1 was read as IDE act 1.4 and IDE cell inh -1.9.
Screening c1ccc(-c2nc(C3CCCCC3)c3ccccc3n2)cc1 returned IDE act -5.9 and IDE cell inh 0.8.
`O=C(Cc1ccc(S(=O)(=O)N2CCOCC2)s1)N1CCN(S(=O)(=O)c2cccc([N+](=O)[O-])c2)CC1` gave IDE act 7.5 and IDE cell inh 1.7.
For CCCc1cc(=O)[nH]c(SCC(=O)N2CCc3ccccc3C2)n1 the results were IDE act 8.5 and IDE cell inh 2.4.
`CCn1nc(C(=O)NCCc2ccc3c(c2)OCCO3)c2ccccc2c1=O` gave IDE act -6.6 and IDE cell inh 4.1.
Screening CC(C)c1ccc(NC(=O)COC(=O)c2cc(=O)[nH]c3ccccc23)cc1 returned IDE act 3.2 and IDE cell inh 6.0.
CCOc1ccc(NC(=O)CN(C)C(=O)/C=C/c2ccco2)cc1OCC was read as IDE act 0.5 and IDE cell inh -0.4.
Screening CC(C(=O)OCC(=O)NC1CCCC1)N1C(=O)c2ccccc2C1=O (stereo not given) returned IDE act 2.1 and IDE cell inh -1.8.
Screening C=CCOc1ccc(C=NNc2ccc(S(=O)(=O)Nc3ccccc3C(=O)O)cc2[N+](=O)[O-])cc1OC returned IDE act 4.7 and IDE cell inh -3.8.
Screening CN1C(C(=O)NCC2CC2)CC2Cn3c(nc4ccccc43)C21 (stereo not given) returned IDE act 7.4 and IDE cell inh -2.6.
Screening O=C(COC(=O)c1ccc[n+]([O-])c1)Nc1ccc([N+](=O)[O-])cc1C(F)(F)F returned IDE act 0.6 and IDE cell inh 0.6.
CN1CCN(c2oc(-c3ccccc3)nc2S(=O)(=O)c2ccccc2)CC1 was read as IDE act 5.2 and IDE cell inh -0.8.
For Cc1ccc(NC(=O)CSCC(=O)N2CCN(C(=O)c3ccco3)CC2)cc1 the results were IDE act 0.3 and IDE cell inh 5.8.
Screening Cc1nc(Cc2nnc(SC(C)C(=O)Nc3cccc(C#N)c3)o2)cs1 (stereo not given) returned IDE act -1.6 and IDE cell inh 0.5.
Screening O=C(CNC(=O)Cc1ccccc1)NCc1cccs1 returned IDE act 1.6 and IDE cell inh -1.6.
For COc1ccc2nc(SCC(=O)c3c(N)n(C4CC4)c(=O)[nH]c3=O)[nH]c2c1 the results were IDE act -0.5 and IDE cell inh -1.1.
For CC[C@H](C)Cc1cn([C@@H](CCCN=C(NC(=O)OC(C)(C)C)NC(=O)OC(C)(C)C)C(=O)NCCCCCCCCCCC(=O)N2CCN(C(=O)OC(C)(C)C)CC2)nn1 the results were IDE act 13.6 and IDE cell inh 0.8.
`CN(C(=O)COC(=O)c1ccc(Br)c([N+](=O)[O-])c1)c1c(N)n(Cc2ccccc2)c(=O)[nH]c1=O` gave IDE act -0.4 and IDE cell inh 4.2.
CSCCCc1cn([C@@H](CO)C(=O)NCCCCCCCCCCC(=O)N2CCNCC2)nn1 was read as IDE act -1.7 and IDE cell inh 1.4.

Structures listed so far that have a furan ring, fused or not (three):
`O=C(NCCS(=O)(=O)N1CCN(c2cccc(Cl)c2)CC1)c1ccco1` gave IDE act -3.9 and IDE cell inh 0.5.
CCOc1ccc(NC(=O)CN(C)C(=O)/C=C/c2ccco2)cc1OCC was read as IDE act 0.5 and IDE cell inh -0.4.
For Cc1ccc(NC(=O)CSCC(=O)N2CCN(C(=O)c3ccco3)CC2)cc1 the results were IDE act 0.3 and IDE cell inh 5.8.

The listing continues.
`CC(OC(=O)C1CC(=O)N(Cc2ccccc2)C1)C(=O)Nc1ccc(F)cc1Cl` (stereo not given) gave IDE act 3.2 and IDE cell inh 5.0.
`CCOc1ccccc1C(=O)NCC(=O)OCC(=O)N1CCCC1` gave IDE act 3.7 and IDE cell inh 9.6.
`NNC(=O)C1SCCN1S(=O)(=O)c1ccc(Cl)cc1` (stereo not given) gave IDE act 2.4 and IDE cell inh 2.1.
`CCc1cccc(OCC(=O)Nc2cc(Cl)ccc2-n2cncn2)c1` gave IDE act 1.4 and IDE cell inh -0.8.
For Cc1ccc(NS(=O)(=O)c2cccc(C(=O)NCC(c3ccc(F)cc3)N3CCOCC3)c2)cc1 (stereo not given) the results were IDE act -1.2 and IDE cell inh 0.1.
`CCN1C(=O)[C@H]2[C@@H](c3ccc(-c4ccc(F)cc4)cc3)N[C@@](CC(C)C)(C(=O)OC)[C@H]2C1=O` gave IDE act -4.2 and IDE cell inh 2.4.
CN(Cc1ccc(F)cc1)C(=O)C(Cc1ccccc1)NC(=O)c1ccccc1 (stereo not given) was read as IDE act 5.7 and IDE cell inh -4.0.
`COc1ccc(NC(=O)COc2ccc3c(c2)CCC3)cc1S(N)(=O)=O` gave IDE act 2.8 and IDE cell inh -1.9.
For COc1ccccc1NC(=O)C(C)OC(=O)/C(=C/c1ccccc1)NC(C)=O (stereo not given) the results were IDE act 1.0 and IDE cell inh 2.0.
Screening Clc1cc(NCc2ccccc2)ncn1 returned IDE act -5.9 and IDE cell inh 1.6.
`O=C(CCNS(=O)(=O)c1ccccc1)OCc1nnc(-c2ccccc2)o1` gave IDE act 6.3 and IDE cell inh -1.1.
Screening COc1ccccc1NS(=O)(=O)c1cc(C(=O)N2CCCC2)ccc1C returned IDE act 5.8 and IDE cell inh -1.0.
`Cc1cc(C)c(OCC(=O)OCC(=O)NCCC2=CCCCC2)c(C)c1` gave IDE act -0.9 and IDE cell inh 4.8.
For CCOc1cc(N2CCOCC2)c(OCC)cc1NC(=O)c1c(-c2ccccc2)noc1C the results were IDE act 1.8 and IDE cell inh -0.8.
`Cc1ccc(C)c(NC(=O)CN(C)C(=O)c2ccc(S(=O)(=O)N(C)c3ccccc3)cc2)c1` gave IDE act 2.3 and IDE cell inh -4.8.

Entries shown so far with bromine (3):
For Cc1ccc(CNC(=O)c2ccc(N3CCC4(CC3)CC(c3cccc(Br)c3)=NO4)c(NC(=O)c3c(Cl)cccc3Cl)c2)cc1 the results were IDE act 0.7 and IDE cell inh 0.1.
For O=C(c1cc(Br)ccc1OC(F)F)N1CCN2CCCC2C1 (stereo not given) the results were IDE act -3.7 and IDE cell inh -0.4.
`CN(C(=O)COC(=O)c1ccc(Br)c([N+](=O)[O-])c1)c1c(N)n(Cc2ccccc2)c(=O)[nH]c1=O` gave IDE act -0.4 and IDE cell inh 4.2.
